Assay outcomes: PubChem BioAssay, Fisher Drug Discovery Resource Center
hcGAS inh: blocks human cGAS activity; inhibition, % at 12.5 µM; 0.081% of 290,000 active; AID 1259398; Q8N884; recombinant h-cGAS, ATP depletion, Kinase-Glo luminescence;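 further: 0% = vehicle reaction and 100% = reaction without DNA for no activity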
Target sequence (Q8N884 whole entry, looked up): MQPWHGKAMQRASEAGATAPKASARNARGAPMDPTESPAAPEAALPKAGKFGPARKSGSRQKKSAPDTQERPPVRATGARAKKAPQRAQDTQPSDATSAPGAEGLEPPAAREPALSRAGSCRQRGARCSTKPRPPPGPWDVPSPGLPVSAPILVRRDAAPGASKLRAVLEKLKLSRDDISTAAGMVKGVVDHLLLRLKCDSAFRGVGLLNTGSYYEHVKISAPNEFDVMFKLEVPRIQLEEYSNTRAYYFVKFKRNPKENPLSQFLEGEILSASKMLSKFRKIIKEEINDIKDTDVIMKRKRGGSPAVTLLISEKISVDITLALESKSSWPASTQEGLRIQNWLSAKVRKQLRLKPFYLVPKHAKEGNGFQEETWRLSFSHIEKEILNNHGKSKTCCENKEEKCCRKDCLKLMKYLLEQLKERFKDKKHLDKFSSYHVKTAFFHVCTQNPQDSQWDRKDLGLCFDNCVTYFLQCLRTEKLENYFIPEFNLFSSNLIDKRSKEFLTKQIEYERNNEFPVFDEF
mcGAS lum: inhibitors of mouse cGAS | Q8C6L5 | recombinant cGAS, Kinase-Glo ATP depletion luminescence | inhibition, % at 12.5 µM | 0.15% of 160,000 active;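 further: 0% = negative control wells and 100% = reference inhibitor with no enzyme activity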
NPYLR7 ag: activates Aedes aegypti NPYLR7 receptor; activation, % at 10 µM; 0.15% of 270,000 active; HEK293T NPYLR7/Galpha15, GCaMP6s calcium fluorescence; in the data active means activation above about 40%;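 further: 0% = vehicle and 100% = reference agonist at the receptor; some compounds past the cut are filed as inactive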
The depositor's hits bear a star; . = no result given; & = joins results of further samples. Unless noted, no stated cut-off is given here; in the data, active means inhibition above about 40%; inactive means the rest. Outcome played no part in choosing rows; any-hit rate near 0.27%.

compound	hcGAS inh	mcGAS lum	NPYLR7 ag
Cc1c(NC(=O)C2CCC2)cccc1-c1nc2cc(Cl)ccc2o1	-7.3	-3.6	8.8
CC(=O)NCCn1ncc2c(=O)n(Cc3cccc([N+](=O)[O-])c3)cnc21	-2.6	-5.6	-4.0
CCCCC(CC)CNP1(=O)C=C(c2ccccc2)SC(c2ccccc2)=C1 (stereo unspecified)	-1.9	.	3.5
CN(C(=O)c1onc2ccccc12)C1Cc2ccccc2C1	-0.6	-9.4	26.1
COc1ccc(/C=N\Nc2nc(-c3ccc4c(c3)OCCO4)cs2)cc1OC	-8.3	-8.7	-1.4
CCOCCCN(CC(=O)N1CCc2sccc2C1c1ccc(Cl)cc1)C(=O)N(C)C (stereo unspecified)	-7.4	-4.3	12.4
COc1ccc(C(NC(=O)CN2CCN(Cc3cc(C)on3)CC2)C(C)C)cc1 (stereo unspecified)	-10.2	.	-6.9
CCOC(=O)c1cccc(NC(=O)Cn2cccc(-c3nc(-c4ccc(C)cc4)no3)c2=O)c1	-1.6	-1.1	0.7
O=C(CN1CCN(c2ccc([N+](=O)[O-])c3cnccc23)CC1)Nc1ccc(OC(F)(F)F)cc1	-3.2	-6.9	-3.4
CCCCn1c(CNC(=O)C23CC4CC(CC(C4)C2)C3)nnc1SCC	4.1	-1.0	-1.4
COc1cc(CN2CCC(N3CCCC3=O)CC2)ccc1OC(C)C	-6.4	.	7.2
OCCNc1cc(-c2ccc(N3CCOCC3)cc2)c2cc[nH]c2n1	-6.9	-17.9	5.6
COC(=O)c1ccc(-c2noc(CN3CCN(Cc4ncccc4C)CC3)n2)cc1	-7.6	.	-1.6
CSc1nc2ncc3c(=O)n(-c4cc(Cl)ccc4Cl)ccc3n2n1	10.1	.	-1.0
CCN(CC)C(=O)[C@@H]1C[C@H](N)CN1C(=O)c1c(C)n(C)c2ccc(O)cc12	-4.3	-12.2	-7.4
O=c1oc2ccc3ccccc3c2cc1-c1nnc(Nc2ccccc2F)s1	-0.1	-2.4	-8.6
CCCCc1c(C)c(C#N)c2[nH]c3ccccc3n2c1=O	0.4&-0.3	.	-0.9&1.6
CNCc1c(C)nn(Cc2ccccc2Cl)c1C	-4.5	.	-15.0
CC(=O)c1cc(CN2CCCC(CCC(=O)N3CCN(C)CC3)C2)cs1 (stereo unspecified)	-6.1	.	4.0
COc1ncc(C(=O)N2CCCN(Cc3cccs3)CC2)cn1	-1.1	.	4.9

Remaining list, next part:
compound	hcGAS inh	mcGAS lum	NPYLR7 ag
O=C(c1cnsn1)N1CCc2c([nH]c3ccccc23)C1c1ccccc1F (stereo unspecified)	-4.3&-1.1	-3.8	2.7&-4.8
Cc1ccc(Cl)c2sc(=NC(=O)C(C)(C)C)n(C)c12	-1.7	-5.1	16.5
O=C(C1CCCO1)N1CCN(c2nc(-c3cccnc3)nc3c2CNC3)CC1 (stereo unspecified)	-3.5	-16.8	3.6
O=C(O)c1ccccc1Sc1ccc(Br)cn1	-19.4	.	10.9
CC1=C(C)CC2C(=O)N(c3ccc(F)cc3)C(=O)C2C1 (stereo unspecified)	-1.0	3.6	-0.8
CC1(C)CC2CC(C)(CN2C(=O)c2cc(-c3ccco3)nn2-c2ccc(Cl)c(Cl)c2)C1 (stereo unspecified)	-5.0	-5.1	.
Cc1ccc2nc(-c3ccc(C(F)(F)F)cc3)c(NCc3ccccc3)n2c1	-8.6	-7.1	9.1
NS(=O)(=O)c1ccc(N=Nc2c(O)[nH]c3ccc(Br)cc23)cc1	-1.6	.	3.3
COC(=O)C(C)Sc1nnc(-c2ccncc2)n1-c1cccc(C(F)(F)F)c1 (stereo unspecified)	0.4	-0.4	-4.3
CC(C)(C)c1ccc(S(=O)(=O)N2CCN(C(=O)CN3CCc4sccc4C3c3ccc(Cl)cc3)CC2)cc1 (stereo unspecified)	0.1	-4.0	7.4
CC1CCC2(CC1)NC(=O)N(NC(=O)CSc1nnc(NC3CC3)s1)C2=O (stereo unspecified)	-0.4	.	7.5
CCOC(=O)CNC(=O)N1CCc2onc(-c3cccc4ccccc34)c2C1	-2.9	2.5	-21.9
COc1ccc(C2(O)CN(c3cc(C)ccc3C)C3=[N+]2CCCC3)cc1OC (stereo unspecified)	-4.6	-7.5	-2.2
CCc1nc(C(N)=O)c2[nH]c(=O)n(-c3ccc(OC)cc3OC)c2n1	-6.5	.	10.3
Nc1nc(NCCO)nc(N2CCN(Cc3ccccc3)CC2)c1[N+](=O)[O-]	-4.7	.	0.6
Cn1c(C(=O)NC2CC(=O)N(Cc3cccc(F)c3)C2)cc2ccccc21 (stereo unspecified)	-8.9	.	14.4
O=c1[nH]nc(-c2ccccc2O)n1-c1ccc(Br)cc1	3.2	-0.3	0.1
CC(=O)Nc1ccc(S(=O)(=O)N2CCC(Cc3ccc4c(c3)OCO4)CC2)cc1	-3.2	-2.2	10.2
CC(=O)Nc1sc2c(c1C#N)CCC2	1.2&2.5	-2.4	-9.3&2.4
O=C(c1nnc2n1CCN(C(=O)C1(c3ccc(Cl)cc3)CCCC1)C2)N1CCOCC1	-7.2	.	8.5

Compound profiles, as listed above. Screens in order: hcGAS inh	mcGAS lum	NPYLR7 ag
`O=C(CN1CCN(c2ccc([N+](=O)[O-])c3cnccc23)CC1)Nc1ccc(OC(F)(F)F)cc1` across the screens: -3.2	-6.9	-3.4
`NS(=O)(=O)c1ccc(N=Nc2c(O)[nH]c3ccc(Br)cc23)cc1` across the screens: -1.6	.	3.3
`O=C(C1CCCO1)N1CCN(c2nc(-c3cccnc3)nc3c2CNC3)CC1` (stereo unspecified) across the screens: -3.5	-16.8	3.6
`COc1ccc(C2(O)CN(c3cc(C)ccc3C)C3=[N+]2CCCC3)cc1OC` (stereo unspecified) across the screens: -4.6	-7.5	-2.2
`CC1=C(C)CC2C(=O)N(c3ccc(F)cc3)C(=O)C2C1` (stereo unspecified) across the screens: -1.0	3.6	-0.8

More results follow:
compound	hcGAS inh	mcGAS lum	NPYLR7 ag
Cc1ccccc1-n1nc2c(c1NC(=O)/C=C\c1ccccc1)CSC2	-5.0	.	-0.5
CN(CC1CCCN(Cc2nnsc2Cl)C1)C(=O)OC(C)(C)C (stereo unspecified)	-8.5	.	-0.4
CCOC(=O)c1ccc(OC2CC3CCC(C2)N3C(=O)c2ccc(CSc3nc4ccccc4s3)cc2)cc1 (stereo unspecified)	-10.2	-6.1	6.1
Cc1ccc(Cc2c(N)nn3c2NC(c2cccnc2)C(C#N)C3=N)cc1 (stereo unspecified)	-3.7	.	7.8
O=S(=O)(c1cccc2ccccc12)N1CCN(C(c2ccccc2)c2ccc(Br)cc2)CC1 (stereo unspecified)	-3.7	-6.6	5.8
O=S(=O)(NC1CCCC1)c1cncc(Cl)c1	0.5	.	-0.6
CN(c1ccc(F)cc1)S(=O)(=O)c1ccsc1-c1nc(-c2cccnc2)no1	-5.7	-7.7	.
COc1ccc(C(CC(=O)NCc2ncc[nH]2)c2ccccc2)cc1 (stereo unspecified)	-10.5	.	4.7
COc1ccc(NC(=O)C2(C)CCN2C(=O)Cc2ccc(C(C)(C)C)cc2)cc1OC (stereo unspecified)	-11.2	-3.2	-6.3
COCCn1c(CN2C(=O)CCC3=C2CCCC3)nnc1C1CC(N)C1 (stereo unspecified)	-17.1	-7.3	.
COc1cc(Cn2nc(C)c3cnn(-c4ccccc4)c3c2=O)cc(OC)c1	-4.2	.	11.6
CC1=Nc2ccccc2NC(=O)C1Sc1nc2ccccc2s1 (stereo unspecified)	-8.1	.	-12.0
CC1CN(CCc2ccccc2)c2nc3c(c(=O)n(CCc4ccccc4)c(=O)n3C)n2C1 (stereo unspecified)	-5.2	-9.2	5.6
CCc1ccc(-n2c(C(CC)N(Cc3ccco3)C(=O)c3ccc(Br)cc3)nc3ccccc3c2=O)cc1 (stereo unspecified)	-10.5	-5.1	0.2
CN(C)C(=O)[C@@H]1CC[C@](C)(C(=O)NCCCn2cncn2)C1(C)C	-15.7	-5.0	.
CCc1ccc(S(=O)(=O)NCCCn2nc(-c3ccccc3)ccc2=O)s1	-2.5	.	-3.2
CC1CN(Cc2ccccc2CNC(=O)c2ccccn2)CC(C)O1 (stereo unspecified)	-5.3	.	4.9
CSc1nc(O)c(C(c2ccc(C)cc2)c2c(O)nc(SC)n(C)c2=O)c(=O)n1C	-6.0	-4.2	-5.6
N#Cc1cccc(C=C2N=C(c3ccccc3Br)OC2=O)c1	-0.6	.	5.2
COc1ccc(F)c(-c2nc(COc3ccc(-n4cncn4)cc3)c(C)o2)c1	-4.2	-18.7	1.4

Further compounds follow.
compound	hcGAS inh	mcGAS lum	NPYLR7 ag
Cc1cc(C)cc(-n2cc[nH]c2=S)c1	-11.7	.	15.1
CC(C)C[C@H](N)C(=O)N[C@@H](C)C(=O)O	-3.7	-5.0	-8.5
COCCNC(=O)c1coc(CN(CCc2c[nH]c3ccccc23)Cc2sccc2C)n1	-2.7	-5.4	12.5
COc1ccc(-c2cc(C(=O)NC(Cc3ccccc3)c3ccccc3)n(-c3cccc(Cl)c3)n2)c(OC)c1 (stereo unspecified)	-5.6	-6.4	14.0
CCN(C(=S)NC(=O)C1CCCC1)C1CCCCC1	-2.4	.	2.3
CC(C)NS(=O)(=O)c1cc(NC2CCCCC2)cc(C(=O)NC2Cc3ccccc3C2)c1	-17.1	-6.8	17.9
CCOc1cc(C2NC(=S)NC(C)=C2C(=O)OC(C)C)ccc1OCc1ccccc1 (stereo unspecified)	-6.1	-5.8	3.7
c1ccc(COC2CCCN(Cc3ccncc3)C2)nc1 (stereo unspecified)	-2.9	.	-3.9
COc1cccc(COC2CCCN(C(=O)CCc3ccccc3)C2)c1 (stereo unspecified)	0.0	.	-2.2
Cc1ccc(S(=O)(=O)c2nc(S(=O)CCO)sc2Cl)cc1 (stereo unspecified)	-2.7	.	11.9
Cc1c(-c2ccccc2)sc(N)c1C(=O)N1CCOCC1	-9.6	-4.7	7.4
Cc1cccc(C(=O)N2CCC(C(Cc3ccccc3)N(C)C(=O)c3ccsc3)CC2)c1C (stereo unspecified)	2.9	-3.4	-7.2
CN=c1scc(-c2ccc(OC(F)F)cc2)n1N=Cc1cc2c(cc1[N+](=O)[O-])OCO2	-12.3	.	-2.5
COc1ccc(CC(=O)Nc2c(C)nc3ccccn3c2=O)cc1OC	-5.0	.	-1.3
Cc1nc(-c2cccs2)sc1C(=O)N(C)Cc1cccc(Cl)c1	-0.8	-5.0	-7.8
C=CCC(NCc1ccccc1)c1ccco1 (stereo unspecified)	-5.6	.	-12.6
O=C1CN(C(=O)COc2ccccc2)CC(O)CN1CCOc1ccccc1 (stereo unspecified)	0.6	-4.6	18.2
COc1cccc(NC(=O)C(=O)N2CCCC2c2cccc3ccccc23)c1 (stereo unspecified)	7.1	0.5	-0.8
CCC(=O)N(Cc1ccc(F)cc1)Cc1cc(NC(=O)c2cccc(F)c2)ccc1N(C)C	4.9	-5.8	4.0
CCCc1[nH]n(-c2ccc(Cl)c(Cl)c2)c(=O)c1C1=C([n+]2ccccc2)C(=O)N(CCOC)C1=O	-16.5	-14.2	4.3

Going on with the list.
compound	hcGAS inh	mcGAS lum	NPYLR7 ag
CC(C)(C)c1cnnn1-c1ccc([N+](=O)[O-])cc1	-3.3	0.1	12.5
Cc1noc(C)c1CNC(C(=O)NC(C)C)c1ccccc1 (stereo unspecified)	-9.2	.	10.7
CC(C)(C)n1cccc(/C=N\NC(N)=S)c1=S	-1.3	.	-6.3
COCC(=O)N1C2CCC3(CC2)OC(=O)N(Cc2ccccc2)CC13 (stereo unspecified)	-5.0	-9.6	24.1
COc1ccc(-n2nc(C(=O)NCc3ccc(F)cc3)c(=O)n(Cc3cccc(OC)c3)c2=O)cc1	-5.5	-3.7	12.0
CN1CCN(C(CNS(=O)(=O)c2cc(Cl)ccc2Cl)c2ccsc2)CC1 (stereo unspecified)	3.2	1.9	-7.6
CCC(C(=O)Nc1c2c(nn1-c1ccc([N+](=O)[O-])cc1)CS(=O)(=O)C2)c1ccccc1 (stereo unspecified)	-2.4	.	-1.2
Cc1ccc2[nH]c3c(c2c1)CCOC31CCN(C(=O)NCc2ccc(F)cc2)CC1	-5.4	-6.0	14.8
CCc1nccn1CCC(=O)N1CC[C@@H](c2sccc2C)[C@H](O)C1	-3.9	.	0.7
O=C(CN1C(=O)C2C3C=CC(CC3)C2C1=O)Nc1nccs1 (stereo unspecified)	1.2	.	0.1
CN1CCc2c(sc3c2C(=O)NC(c2cc(Br)ccc2O)N3)C1 (stereo unspecified)	-11.0	1.5	21.6
CCOc1ccc(-c2ccc(=O)n(CCNC(=O)c3cccnc3)n2)cc1	-11.6	-10.7	-0.1
CC(=O)N1CCN(C(=O)C=Cc2cn(Cc3ccccc3)nc2-c2ccccc2)CC1	-6.1	.	-0.2
Cc1ccc(C2CCCN2C(=O)C(=O)Nc2cnccc2C)o1 (stereo unspecified)	-1.9	.	0.3

A different layout for part of the listing above.
Order of results – hcGAS inh | mcGAS lum | NPYLR7 ag
- COc1ccc(NC(=O)C2(C)CCN2C(=O)Cc2ccc(C(C)(C)C)cc2)cc1OC (stereo unspecified)
 : -11.2 | -3.2 | -6.3
- O=C(c1cnsn1)N1CCc2c([nH]c3ccccc23)C1c1ccccc1F (stereo unspecified)
 : -4.3&-1.1 | -3.8 | 2.7&-4.8
